Bioassay records as filed in PubChem.
K1F lysis inhibition: protection from phage-mediated lysis, alamar blue read-out – E. coli UTI89, K1F phage, bacterial capsule biogenesis inhibitors (AID 488966); one-dose inhibition, % at 100 µM; IC50 in µM for titrated hits; E. coli UTI89 K1F phage lysis, alamar blue, 2 h; higher % means a stronger effect; 340,000 tested, 0.02% active;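 active = phage lysis inhibition, versus mean bacterial control, above a set limit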;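 note: capsule biogenesis inhibitors block K1F phage lysis so surviving cells raise fluorescence; higher fluorescence means more inhibition of phage lysis; actives were called in the ten point dose series up to 300 µM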
SIAH1 antagonists: Siah-1 peptide-binding antagonists, primary screen, biochemical, fluorescence polarization, rhodamine-plectin, uHTS (AID 1817) | Siah-1 / rhodamine-plectin peptide fluorescence polarization; higher % means a stronger effect | displacement, % at 20 µM, or IC50 in µM where a hit was titrated | 290,000 tested, 0.02% active;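 active = displacement of at least 50% at 20 µM, with a fluorescence ratio check between 0.3 and a set limit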;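 note: plate controls were Siah plus tracer with DMSO for no effect and tracer alone without Siah for full effect; strong numbers were not always called active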
NS5 inhibitors: Dengue-2 NS5 methyltransferase inhibitors, primary screen, biochemical, confirmation dose response (AID 588689) | Dengue-2 NS5 methyltransferase capping enzyme assay, biochemical; higher % means a stronger effect | inhibition, % at 25 µM, or IC50 in µM where a hit was titrated | 340,000 tested, 0.3% active; in the data active = a potency from the dose series
GPR35 antagonists: GPR35 antagonists blocking zaprinast-driven arrestin recruitment, primary screen, imaging, U2OS, beta-arrestin-GFP, zaprinast agonist (AID 2058); U2OS GPR35 beta-arrestin-GFP translocation imaging, zaprinast antagonism; higher % means a stronger effect; inhibition, % at 10 µM; hits with a dose series show IC50 in µM; 290,000 tested, 0.052% active;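 active = inhibition of at least 50% with at least 30 cells and total cytoplasm GFP at most 10,000,000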
GPR55 activation: selective activators of receptor GPR55 – imaging, U2OS cells, beta-arrestin-GFP redistribution, primary screen (AID 1961) | U2OS GPR55 beta-arrestin-GFP redistribution imaging; higher % means a stronger effect | activation, % at 10 µM; hits with a dose series show EC50 in µM | 290,000 tested, 0.048% active;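 active = activation above 40% with more than 50 cells counted in the well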;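 note: U2OS osteosarcoma cells stably expressing GPR55 and beta-arrestin-GFP; plate controls were DMSO negative control for no effect and LPI positive control for full effect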
HIV peptide binding: inhibitors of HIV fusion peptide binding, primary screen, biochemical, uHTS, fluorescence dequenching (AID 1986). cell-free peptide binding, fluorescence dequenching, 30 min; higher % means a stronger effect. inhibition, % at 20 µM, or IC50 in µM where a hit was titrated. 290,000 tested, 0.3% active; in the data active = inhibition mostly above about 52%, no sharp cut-off; inactive = mostly below about 76%; note: some results filed as inactive read as strong as hits
AID2073: disruptors of CaV2.2 binding to Mint1 – biochemical, HTRF (AID 2073). inhibition, % at 20 µM, or IC50 in µM where a hit was titrated. 290,000 tested, 0.19% active. HTRF protein-protein interaction, Mint1-CaV2.2; higher % means a stronger effect; in the data active = inhibition mostly above about 51%, no sharp cut-off; note: some results filed as inactive read as strong as hits
GPR55 LPI antagonism: inhibition of LPI-stimulated GPR55 beta-arrestin translocation – imaging, U2OS, beta-arrestin-GFP, LPI agonist, primary screen (AID 2013) | 290,000 tested, 0.13% active | inhibition, % at 10 µM; hits with a dose series show IC50 in µM | U2OS GPR55 beta-arrestin-GFP translocation imaging, LPI antagonism; higher % means a stronger effect;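 active = spots per cell inhibited over 60%, with over 100 cells counted and total cytoplasm intensity under 500,000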;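 note: U2OS cells stably carrying GPR55 and arrestin-GFP stimulated by 5 µM LPI near EC80; imaged beta-arrestin-GFP aggregate spots per cell after agonist stimulation; plate controls were LPI-stimulated DMSO wells for no effect and DMSO wells without LPI for full effect; some results filed as inactive read as strong as hits; confirmed hits need IC50 under 10 µM and bright autofluorescent wells are also inconclusive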
NTR1 ag: NTR1-driven beta-arrestin-GFP spot formation – imaging, U2OS cells, high content, primary screen (AID 493036) | P30989 | agonist mode | activation, % at 20 µM | 330,000 tested, 0.17% active;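 active = activation at or above 40% of the spot to cytoplasm intensity ratio, with at least 20 cells analyzed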;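 note: 0% = DMSO without peptide and 100% = 100 nM NTR1 peptide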
Target sequence (P30989 whole entry, looked up): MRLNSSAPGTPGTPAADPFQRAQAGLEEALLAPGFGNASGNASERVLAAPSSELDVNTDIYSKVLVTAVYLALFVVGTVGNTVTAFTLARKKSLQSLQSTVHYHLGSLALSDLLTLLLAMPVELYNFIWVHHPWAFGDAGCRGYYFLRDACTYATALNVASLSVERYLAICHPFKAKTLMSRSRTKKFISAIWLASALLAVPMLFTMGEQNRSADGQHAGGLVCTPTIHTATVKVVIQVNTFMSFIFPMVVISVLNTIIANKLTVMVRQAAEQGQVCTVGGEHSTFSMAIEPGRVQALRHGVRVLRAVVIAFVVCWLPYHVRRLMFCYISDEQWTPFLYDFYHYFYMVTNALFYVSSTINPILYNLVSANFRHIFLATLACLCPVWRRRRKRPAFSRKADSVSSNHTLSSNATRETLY
NTR1 ag cell count 20 µM: recorded beside NTR1 ag, whose call it bears; cell count; measured here: cell count, cytotoxicity flag
* = called active by the depositor; i = inactive; x = not tested or not shown; [ ] = another dose, or the depositor's remark.

SMILES,K1F lysis inhibition,SIAH1 antagonists,NS5 inhibitors,GPR35 antagonists,GPR55 activation,HIV peptide binding,AID2073,GPR55 LPI antagonism,NTR1 ag,NTR1 ag cell count 20 µM
S=C(Nc1cccc2ccccc12)N1CCN(c2ncccn2)CC1,1.0%,0.3%,-6.5%,3.0%,0.1%,0.8%,-31.3%,9.2%,1.4,38
COc1c(Cl)cc(-c2noc(C)c2C(=O)NCCc2ccc(C)cc2)cc1Cl,0.1%,-1.4%,-1.5%,-1.9%,0.2%,1.5%,-1.3%,-5.8%,2.5,68
Cc1cc(=O)oc2c1c(C)nn2-c1cccc(Cl)c1,0.6%,3.9%,-2.3%,-3.4%,-0.3%,0.9%,-3.4%,4.6%,0.9,69
Cc1ccc(-c2nc(CN3CCCCC3CCN3CCCC3=O)c(C)o2)o1 (configuration not stated),-0.7%,1.5%,-14.8%,-5.1%,0.2%,4.7%,-1.2%,11.7%,-0.8,39
COc1ccc(C(=O)NCC(=O)OCC(=O)NCc2cccs2)cc1,0.3%,-9.3%,6.2%,-6.1%,-0.2%,0.3%,5.8%,-11.6%,0.0,28
COCCCNC(=S)N/N=C/c1ccc2c(c1)OCO2,x,13.0%,x,-4.3%,-0.4%,0.2%,-24.3%,-2.4%,-0.8,51
CSc1nc2c(c(-c3ccc(O)cc3)c1C#N)CCC2,-0.3%,-2.0%,2.1%,0.8%,0.0%,0.3%,40.6%,2.0%,19.8,40
Cn1c(=O)c2ncn(CC(=O)NCCOc3ccccc3)c2n(C)c1=O,0.1%,-1.1%,-9.8%,7.1%,0.3%,-0.1%,1.9%,-5.6%,-0.3,82
Fc1cc2nccnc2cc1N1CCSCC1,-0.2%,1.5%,-0.8%,0.4%,0.3%,2.9%,20.2%,8.1%,-0.4,75
Cc1ccc(O)c(C(CC(=O)N2CCCC2)c2ccccc2)c1 (configuration not stated),0.0%[50 µM],1.8%,-7.1%,6.7%,-0.2%,-1.1%,15.0%,-1.3%,0.1,41
N#CCCN1CCN(C2=NC(=O)/C(=C\c3cccs3)S2)CC1,-0.2%,3.9%,-6.1%,4.2%,-0.3%,-2.0%,-16.0%,-5.2%,-0.1,36
Cc1cccc(N(Cc2nnc3n2CCCCC3)C(=O)Nc2ccccc2)c1,0.1%,1.9%,2.6%,-2.1%,-0.1%,-1.7%,-5.4%,-3.0%,0.1,78
Cc1c(O)c(CN2CCCC2)cc2c1oc(=O)c1ccccc12,0.0%,2.2%,-3.2%,-12.7%,-0.2%,1.6%,25.9%,-1.6%,0.1,48
Cc1ccc(S(=O)(=O)NC(CC(C)C)C(=O)N2CCCC2)cc1 (configuration not stated),-0.7%[50 µM],-8.8%,-9.8%,2.6%,0.0%,-1.2%,14.4%,18.2%,-0.8,58
Cc1ccc(C(=O)Nc2nnc(S(=O)(=O)N3CCOCC3)s2)cc1,-1.2%,34.8%,-3.5%,-2.3%,-0.1%,2.8%,39.8%,5.1%,9.0,50
Cc1cccnc1NC(=O)c1c(O)c2ccccc2n(C)c1=O,-0.1%,-3.0%,-2.8%,1.8%,-0.1%,3.3%,11.5%,-0.9%,2.1,49
CCCN1C(=O)/C(=N\OCC(=O)NC23CC4CC(CC(C4)C2)C3)c2ccccc21,2.2%,-5.1%,5.1%,1.2%,-0.1%,-0.6%,3.5%,-0.9%,7.7,57
Nc1nc(CN2CCN(Cc3ccc4c(c3)OCO4)CC2)nc(Nc2ccccc2)n1,1.2%,-0.8%,-6.3%,-2.7%,-0.5%,2.2%,10.3%,2.4%,1.2,76
CC1(C)C(=O)OC(c2c3ccccc3cc3ccccc23)C(C)(C)C1=O (configuration not stated),-0.1%,-2.5%,1.6%,4.9%,0.8%,-0.6%,35.2%,11.6%,5.1,50
CCCn1c(C)cc(C(=O)COc2ncnc3sccc23)c1C,0.9%,-5.5%,-6.5%,8.1%,-0.1%,3.0%,0.2%,16.3%,-0.2,53

The results go on.
SMILES,K1F lysis inhibition,SIAH1 antagonists,NS5 inhibitors,GPR35 antagonists,GPR55 activation,HIV peptide binding,AID2073,GPR55 LPI antagonism,NTR1 ag,NTR1 ag cell count 20 µM
CCOC(=O)C1=C(N)OC2=C(C(=O)CC(C)(C)C2)C1c1ccc(C)s1 (configuration not stated),0.7%,1.1%,-4.4%,14.2%,-0.3%,-0.5%,20.5%,-5.4%,1.1,73
COc1ccc(NC(=O)CCN2C(=O)C3CC=C(Cl)CC3C2=O)cc1 (configuration not stated),1.8%[50 µM],7.2%,-3.2%,-9.0%,-0.2%,-1.4%,9.9%,5.6%,3.9,40
COc1ccccc1NC(=O)CCN1CCN(CCC(=O)Nc2ccccc2OC)CC1,x,-3.2%,x,12.4%,0.6%,1.0%,7.3%,-1.1%,x,x
COc1ccccc1CN(C)CC(=O)Nc1ccccc1-c1ccccc1,-0.1%,-4.5%,2.3%,-6.8%,-0.2%,1.5%,-16.0%,2.0%,7.2,46
CCCNS(=O)(=O)c1ccc(OCC(=O)NCCC2=CCCCC2)cc1,6.9%,-6.9%,-4.8%,7.1%,0.2%,-1.9%,-3.8%,-7.2%,0.4,64
COc1ccc(N2CCCn3c2nc2c3c(=O)n(Cc3ccc(F)cc3)c(=O)n2C)c(OC)c1,0.0%,-5.1%,-3.1%,14.0%,0.0%,-2.7%,-6.4%,-11.3%,x,x
CCCC1=NN(C(=O)Cc2ccc(OC)cc2)C(O)(C(F)(F)F)C1 (configuration not stated),0.5%[50 µM],5.7%,0.0%,4.1%,-0.1%,-1.7%,-3.2%,14.0%,-0.6,74
CC1=C(C(=O)OC2CCCC2)C(c2coc3ccc(C)cc3c2=O)C2=C(CCCC2=O)N1 (configuration not stated),0.1%,31.3%,-12.4%,-2.1%,-0.3%,0.3%,-2.8%,93.2%,-0.7,46
O=C(NC(=S)Nc1ccc(S(=O)(=O)Nc2nccs2)cc1)c1cccnc1,-0.9%,5.7%,1.5%,4.4%,-0.2%,1.7%,-11.6%,-12.9%,0.7,44
COCCN(CC(=O)NCC1CCCO1)C(=O)CCC(=O)Nc1ccccn1 (configuration not stated),0.7%,3.7%,0.7%,6.5%,0.9%,-0.9%,7.5%,10.9%,1.0,53
O=S(=O)(c1cccc(-c2nc3ccccc3s2)c1)N1CCOCC1,0.1%,2.1%,-2.6%,3.9%,-0.1%,5.3%,-3.4%,13.8%,1.3,64
COc1cccc(N2CCN(S(=O)(=O)c3cccc4cccnc34)CC2)c1,1.7%,0.1%,-6.2%,-9.0%,-0.3%,-1.3%,3.1%,9.5%,0.8,52
CC1CCc2c(sc(NC(=O)Cn3nc(C(=O)O)c4ccccc4c3=O)c2C#N)C1 (configuration not stated),0.5%,-0.5%,0.8%,-21.7%,0.2%,0.6%,17.8%,-4.4%,4.4,60
O=C(c1cc(-c2ccco2)nc2ccccc12)N1CCN(c2ccc(F)cc2)CC1,i,2.9%,-9.5%,1.7%,-0.1%,4.4%,4.3%,5.5%,3.2,44
CC(=O)C1=C(O)C(=O)N(Cc2ccco2)C1c1ccc(F)cc1 (configuration not stated),0.7%,-5.3%,7.0%,-1.8%,-0.1%,0.0%,7.9%,-13.8%,1.0,52
O=Cc1ccccc1OCCN1CCCC1=O,0.0%,-2.3%,-1.3%,-3.1%,-0.1%,-1.3%,20.0%,2.5%,1.1,47
CN(C)/C=C(/C(=O)c1ccccc1Cl)S(C)(=O)=O,-0.1%,4.1%,-11.8%,-2.0%,0.3%,0.1%,-5.2%,2.0%,0.4,96
CC(C)c1ccc(NC(=O)c2csnn2)cc1,-1.5%,-1.3%,-4.9%,14.5%,0.5%,-1.9%,-13.0%,5.7%,2.3,54
CC(=O)NC1=NN(C(C)=O)C(c2ccc(C(C)C)cc2)S1 (configuration not stated),0.2%,-0.3%,0.7%,-7.0%,-0.2%,0.6%,4.5%,10.4%,2.2,47
CCCCNC(=S)N/N=C/c1cccc(OCC)c1O,0.2%,-1.9%,6.3%,-0.8%,0.4%,-2.4%,16.1%,8.5%,-0.4,69

Next compounds follow:
SMILES,K1F lysis inhibition,SIAH1 antagonists,NS5 inhibitors,GPR35 antagonists,GPR55 activation,HIV peptide binding,AID2073,GPR55 LPI antagonism,NTR1 ag,NTR1 ag cell count 20 µM
Cc1oc(-c2cccc(Cl)c2)nc1CSCC(=O)O,0.1%,1.0%,-2.8%,4.7%,-0.2%,1.1%,3.4%,-11.7%,1.5,43
Nc1ncc(-c2nnnn2-c2ccc(Cl)cc2)c(-c2ccc(Cl)cc2)n1,0.1%,-2.3%,4.1%,-8.7%,-0.1%,-1.6%,2.9%,4.61µM*,-0.9,83
CC(C)c1ccc(OCC(=O)NNC(=S)NC(=O)C2CC2)cc1,0.4%,-10.0%,-2.0%,16.1%,-0.2%,2.7%,8.9%,10.0%,0.6,56
CC(=O)c1sc(NC(=O)c2c(F)cccc2F)nc1-c1ccccc1,0.2%,1.1%,-5.4%,-0.3%,-0.3%,1.5%,-2.2%,5.7%,-1.3,102
Cc1cc(C)nc(NN2C(=O)C=CC2=O)n1,0.3%,-4.7%,-18.4%,-0.7%,0.0%,-1.4%,21.1%,2.2%,-1.4,77
O=C1C(=O)N(CCCO)C(c2ccc(Br)cc2)/C1=C(\O)c1ccc(Br)cc1 (configuration not stated),2.3%,4.1%,x,12.4%,-0.2%,3.2%,15.6%,2.4%,-0.7,59
c1ccc(COc2ccc(Oc3nc(N4CCCCC4)nc(N4CCOCC4)n3)nn2)cc1,1.5%[50 µM],2.6%,0.0%,-11.4%,-0.2%,0.7%,2.3%,12.5%,0.3,49
C=CCOc1nc2c(c(=O)n(C)c(=O)n2C)n1C,0.9%[50 µM],3.9%,-2.1%,7.5%,-0.1%,2.2%,2.7%,-3.2%,-1.1,47
COc1ccc(NC(=O)c2cc(-c3ccc(OC)c(OC)c3)nc3ccccc23)c(OC)c1,-0.1%,4.7%,-7.5%,-11.0%,-0.2%,-2.1%,4.9%,13.5%,2.2,46
Cc1cc(-c2ccc(C(C)C)c(S(=O)(=O)NCc3ccco3)c2)on1,0.2%,1.8%,-2.6%,-29.7%,-0.1%,0.3%,-0.1%,-2.4%,1.1,57
Cc1ccc(CNC(=O)c2sc3ccc(S(=O)(=O)N4CCCCC4)cc3c2N)cc1,x,4.6%,x,2.8%,-0.2%,1.3%,-6.9%,-3.0%,0.3,77
COc1ccc(CC(=O)Nc2c3c(nn2C(C)(C)C)CS(=O)(=O)C3)cc1,0.0%,8.1%,1.3%,4.0%,0.0%,-0.7%,1.7%,8.0%,-0.9,59
COc1cccc(C2=NN(C(=O)c3ccc(C)o3)C(O)(C(F)(F)F)C2)c1 (configuration not stated),-0.8%,-2.7%,-4.6%,8.3%,-0.1%,-0.6%,-23.2%,-5.5%,-0.2,46
